# Screening results: PubChem, Broad Institute
# esBAF inh – blocks esBAF chromatin remodeling in mouse ES cells; AID 602393; Bmi1-luciferase knock-in reporter, 24 h; 100% = twice the neutral-well signal; actives 2% (n = 350,000); reporter increase, % at 12.5 µM; in the data active means activation above about 40%; inconclusive means no clear call, values can overlap the other calls;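 further: 0% = median of the plate's neutral control wells and 100% = double that signal; a rise in the Bmi1 reporter signal indicates esBAF inhibition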
# SIRT5 inh – inhibitors of human sirtuin-5 desuccinylase. inhibition, % at 15 µM. actives 1.1% (n = 330,000). Q9NXA8. Purified SirT5, succinyl-peptide AMC, trypsin-coupled fluorescence; in the data active means inhibition above about 15%; inconclusive means no clear call, values can overlap the other calls
# Target sequence (Q9NXA8 whole entry, looked up): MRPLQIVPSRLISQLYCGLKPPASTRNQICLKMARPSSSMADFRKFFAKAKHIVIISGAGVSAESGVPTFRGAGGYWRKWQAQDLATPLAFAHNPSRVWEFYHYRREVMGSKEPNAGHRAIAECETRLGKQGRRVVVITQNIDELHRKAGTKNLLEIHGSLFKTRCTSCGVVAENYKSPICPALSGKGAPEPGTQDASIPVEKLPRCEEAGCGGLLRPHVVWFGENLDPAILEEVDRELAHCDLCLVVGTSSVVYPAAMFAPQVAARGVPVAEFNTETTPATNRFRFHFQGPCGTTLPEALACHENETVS
# CASP6 VEID inh – inhibitors of human caspase-6; P55212; purified caspase-6, Z-VEID-R110 cleavage fluorescence; inhibition, % at 12.5 µM; actives 0.53% (n = 350,000); AID 686996;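 active means mean inhibition across replicates at least about 35%, with every replicate also reaching that limit, limit read from the data; inconclusive means only one of the two criteria met; inactive means neither criterion met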;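 further: 0% = median of neutral control wells and 100% = no fluorescence left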
# Target sequence (P55212 24-179 limits assumed): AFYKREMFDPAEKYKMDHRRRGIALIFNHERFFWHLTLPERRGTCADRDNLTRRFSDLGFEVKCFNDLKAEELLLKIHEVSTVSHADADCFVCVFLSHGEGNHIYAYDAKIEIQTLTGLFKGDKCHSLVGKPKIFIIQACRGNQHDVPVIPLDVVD
# Target sequence (P55212 194-293 limits assumed): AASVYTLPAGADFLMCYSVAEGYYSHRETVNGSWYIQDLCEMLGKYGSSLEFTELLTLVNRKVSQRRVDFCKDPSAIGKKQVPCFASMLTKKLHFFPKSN
# Statin myotox sup – suppressors of simvastatin-induced myotoxicity in C2C12 myotubes; actives 0.78% (n = 330,000); ATP luminescence, 48 h; scaled: DMSO 0, geranylgeraniol control 100; rescue of ATP level, % at 7.49 µM; AID 602340;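 active means mean ATP rescue above about 67%, or every replicate alone reaching that limit, limit read from the data, passing the limit was not always enough; inconclusive means no clear call, values can overlap the other calls; inactive means mean under the limit and some replicate under it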;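 further: myotubes were challenged with 10 µM simvastatin during compound exposure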
# LGR2 antag – blocks bursicon-induced cAMP signaling via Drosophila LGR2. HEK293 LGR2, CRE-luciferase, bursicon-stimulated, 4 h. inhibition, % at 9.99 µM. actives 0.35% (n = 380,000);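 active means drop in luminescence signal, shown as inhibition above about 50% in the replicate tests, limit read from the data, passing the limit was not always enough; inconclusive means probably only some replicates passing the limit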;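 further: agonist challenge used bursicon conditioned medium at about half maximal strength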
# S100A4 inh HTS – S100A4-myosin IIA interaction inhibition; inhibition, % at 10.7 µM; S100A4/TAMRA-MyoIIA peptide fluorescence polarization; AID 652163; actives 0.14% (n = 360,000); P26447;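 active means mean inhibition of at least 70% across replicates, with every replicate also reaching that level; inconclusive means mean inhibition reaches 70% but some replicates fall short; inactive means mean inhibition below 70%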
# Target sequence (P26447 whole entry, looked up): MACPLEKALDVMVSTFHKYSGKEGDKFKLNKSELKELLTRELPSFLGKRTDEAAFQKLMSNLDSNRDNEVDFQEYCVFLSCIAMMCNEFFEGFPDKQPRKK
#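 Test system: S100A4 monomer protein; Medium: HEPES pH 7.2 with CaCl2, KCl, NaCl, DTT, Triton; Probe or stimulus: TAMRA-labelled myosin IIA heavy-chain peptide probe, 5 nM; Doses: one dose per compound; Times: polarization read 5 min after assay mix addition, stable 5–60 min; Benchmarks: neutral control DMSO, positive control TFP.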
# FN deposition inh – fibronectin deposition inhibition; inhibition, % at 12.6 µM; AID 743247; AH1F fibroblasts, Alexa488-fibronectin deposition fluorescence, overnight; actives 0.086% (n = 350,000);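 active means mean inhibition across replicates of 30% or more, regardless of how many single replicates reach that level; inconclusive means mean under 30% yet at least half of replicates reach 30%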;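 further: positive control wells lacked labelled fibronectin entirely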
#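 test system = AH1F fibroblasts assembling fluorescent fibronectin matrix | quantity = 10000 AH1F cells per well | buffer or medium = DMEM plus 2% serum, read in PBS | doses = single dose, pinned | incubation = 1 h cell attachment, overnight exposure to compound and label | detection = fluorescence at 485 nm excitation, 525 nm emission | read-out basis = inhibition from reduced deposited-fibronectin fluorescence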
# An asterisk follows results filed as active; ? = inconclusive; nt = no result given.
SMILES,esBAF inh,SIRT5 inh,CASP6 VEID inh,Statin myotox sup,LGR2 antag,S100A4 inh HTS,FN deposition inh
CCOc1cccc2cc(C(=O)NCc3ccc(Cl)cc3)c(=N)oc12,3,3,2,6,20,0,nt
CN(C)c1ccc(/C=C/C(=O)c2ccc(O)cc2)cc1[N+](=O)[O-],nt,-4,0,nt,-23,-4,5
Cc1cc(NC(=O)CSc2nnc(-c3c[nH]c4ccccc34)n2-c2ccc(Cl)cc2)no1,nt,0,-2,nt,12,-2,nt
CN(C)c1oc(-c2ccccc2Cl)nc1P(=O)(c1ccccc1)c1ccccc1,3,nt,nt,4,nt,nt,1
COc1ccc(CC(=O)c2ccc(OC)c(OC)c2C)cc1OC,nt,-5,3,nt,-30,-3,4
CCn1c(C)nnc1SCC(=O)NC1CCCCCC1,nt,-4,-5,nt,-5,-8,nt
CC1NC(=O)NC1CCCCCC(=O)NCCc1ccccc1 (configuration not stated),7,0,2,14,7,1,nt
CS(=O)(=O)N(CC(=O)N1CCN(c2cccc(Cl)c2)CC1)c1ccccc1,-1,nt,nt,-1,-1,nt,-10
C=CCOc1c(Cl)cc(Cl)cc1S(=O)(=O)NCCO,1,nt,nt,-6,-9,-6,-2
CCOC(=O)c1cccc(NC(=O)CCn2nnc3ccccc32)c1,-2,nt,nt,-4,nt,nt,-35
O=C(C1CC1)N1N=C(c2ccccc2)CC1(O)C(F)(F)C(F)(F)F (configuration not stated),-3,0,0,9,9,-7,12
COc1cccc(C(O)c2ncc(-c3ccc(Cl)cc3)[nH]2)c1 (configuration not stated),3,nt,6,-52,5,4,-4
CCNc1nc(SC(C)C(=O)OC)nc(N(C)C)n1 (configuration not stated),-5,1,1,-3,-11,21,-9
CCC(=O)N1C[C@H](C)[C@H](OC)CN(C)C(=O)c2ccc(NC(=O)COC)cc2OC[C@H]1C,nt,1,2,nt,4,7,0
CN(C)CCCNC(=O)C[C@@H]1C=C[C@@H](NC(=O)Cc2cccnc2)[C@@H](CO)O1,nt,-2,-3,nt,-9,4,-12
O=C(C[n+]1ccccn1)c1ccccc1,17,4,-10,2,-58,-5,-1
O=C(/C=C/c1ccccc1Cl)Nc1ccc2c(c1)C(=O)NC2=O,1,nt,-4,-1,-4,4,17
O=C(N[C@@H]1CC[C@H](CCNC(=O)C2CCCC2)O[C@H]1CO)c1ccccn1,-1,2,1,-3,8,13,-2
COCC(=O)Nc1ccc2c(c1)OC[C@H](C)N(Cc1ccncc1)C[C@@H](C)[C@@H](OC)CN(C)C2=O,-5,-6,0,3,3,3,-11
O=C(CCC(=O)c1cccs1)NCc1ccc(F)cc1,-8,nt,nt,-8,nt,nt,3
COc1ccc(S(=O)(=O)Nc2cccc(C(C)=O)c2)cc1Br,nt,-1,-3,nt,-7,1,21
CCC(=O)NC(c1cc(Cl)c2ccccc2c1O)C1CC1 (configuration not stated),2,nt,0,1,3,-2,1
Cc1noc(C)c1S(=O)(=O)Nc1ccc2c(c1)C(=O)N([C@@H](C)CO)C[C@@H](C)[C@H](CN(C)Cc1ccncc1)OCCCC[C@@H](C)O2,0,-2,-1,nt,5,4,nt
O=C(COc1ccc(Cl)cc1)NCc1nnc(SCC(=O)NCc2ccc3c(c2)OCO3)o1,-8,nt,nt,14,nt,nt,-2
COC(=O)c1sc(NC(=O)CCCn2nc([N+](=O)[O-])cc2C)c(C(=O)OC)c1C,-1,nt,nt,8,-7,nt,nt
CN1CCN(C(=O)CCCN2C(=O)/C(=C/c3cccc(Br)c3)SC2=S)CC1,9,-2,-3,26,6,-3,-3
CCC(C(=O)OC)n1cnc2c(oc3ccccc32)c1=O (configuration not stated),3,-7,1,1,-7,15,-4
CCCc1cc(=O)[nH]c(SCC(=O)Nc2ncc(S(=O)(=O)c3ccc([N+](=O)[O-])cc3)s2)n1,-4,-4,7,6,1,-5,-4
Cc1ccc(CN(C)C(=O)CCNS(=O)(=O)c2ccccc2)o1,7,0,4,4,3,3,5
Cc1cccc(NC(=O)CNC(=O)CCNC(=O)c2ccc(C(C)(C)C)cc2)c1C,17,-3,-3,0,-20,2,2
Cc1ccc(S(=O)(=O)N2CCC(C(=O)Nc3cc(C(F)(F)F)ccc3N3CCOCC3)CC2)cc1C,2,1,-1,19,-18,-1,-9
Cc1nc2ccc(C(=O)Nc3cccc(NS(C)(=O)=O)c3)cn2c1N(C)C(=O)CCc1ccccc1,-3,1,-12,1,9,7,0
COc1ccc(Br)cc1/C=N/NC(=O)c1cccc(S(=O)(=O)N2CCOCC2)c1,3,3,1,-6,21,6,5
Cc1cc(=O)[nH]c(=S)n1-c1ccccc1,4,nt,nt,-6,21,nt,nt
COc1cccc(NC(=S)N(CCc2ccc(OC)c(OC)c2)Cc2ccccn2)c1,nt,-1,nt,nt,-15,0,0
Cc1cc(C(=O)CCC(=O)Nc2ncccc2O)c(C)s1,nt,9,6,10,-1,0,-2
O=C(NC1CCCCC1)C(c1ccco1)N(Cc1ccco1)C(=O)c1ccco1 (configuration not stated),2,9,1,-26,-29,0,nt
CCCN1CN=C(NS(=O)(=O)c2ccc(C)cc2)NC1,3,-7,-5,12,-2,7,2
Cc1nc(SCC(=O)N2CC(C)OC(C)C2)nc(C)c1C (configuration not stated),2,-5,0,nt,nt,-2,6
CC(C)C[C@H]1CNC(=S)N1C[C@H]1CCCN1C[C@H](Cc1ccccc1)N1C[C@H](Cc2ccc(O)cc2)N(CC2CCCCCC2)C1=S,3,-6,-4,3,nt,-4,0

# Entries of single compounds, looked up by structure. Order of values: esBAF inh, SIRT5 inh, CASP6 VEID inh, Statin myotox sup, LGR2 antag, S100A4 inh HTS, FN deposition inh
# Cc1cccc(NC(=O)CNC(=O)CCNC(=O)c2ccc(C(C)(C)C)cc2)c1C is entered as 17, -3, -3, 0, -20, 2, 2
# COc1ccc(Br)cc1/C=N/NC(=O)c1cccc(S(=O)(=O)N2CCOCC2)c1 is entered as 3, 3, 1, -6, 21, 6, 5
# Cc1ccc(S(=O)(=O)N2CCC(C(=O)Nc3cc(C(F)(F)F)ccc3N3CCOCC3)CC2)cc1C is entered as 2, 1, -1, 19, -18, -1, -9

# Next records follow:
SMILES,esBAF inh,SIRT5 inh,CASP6 VEID inh,Statin myotox sup,LGR2 antag,S100A4 inh HTS,FN deposition inh
C[C@@H]1CN([C@H](C)CO)S(=O)(=O)c2ccc(C#CCC3CCCC3)cc2O[C@H]1CN(C)C(=O)CN(C)C,-2,-3,-11,-20,9,-13,6
C[C@@H]1CN([C@@H](C)CO)C(=O)c2cc(-c3cncnc3)cnc2O[C@@H]1CN(C)C(=O)Cc1cccnc1,-11,1,2,6,23,-10,10
COc1ccc(OC)c(C(=O)N2CCCC(Nc3ccc(F)cc3)C2)c1 (configuration not stated),-2,0,0,-2,-5,-1,-3
COCCNC(=O)C(c1cccs1)N(C(=O)Cn1nnc2ccccc21)c1ccccc1 (configuration not stated),-4,nt,nt,6,nt,nt,1
COc1ccc2c3c([nH]c2c1)[C@@H](CO)N(C(=O)c1ccccc1)CC31CCN(C(=O)c2cccc(F)c2)CC1,nt,3,5,nt,1,8,nt
Cc1ccc(CN2CCCOCCS2(=O)=O)cc1,-5,1,-3,11,6,1,-4
CCC(=O)N1C[C@@H](O)COC[C@@H]2O[C@@H](CC(=O)NCc3cc(F)cc(F)c3)CC[C@H]21,-2,nt,nt,0,-2,nt,-9
COc1ccc(OC2C(=O)N(Cc3ccc(F)cc3)C2c2ccc(OC)c(OC)c2)cc1 (configuration not stated),4,-6,3,2,12,-1,nt
COCC#Cc1ccc([C@H]2[C@H](CO)N3C(=O)CN(C(=O)c4ccncc4)C[C@@H]23)cc1,nt,-4,2,nt,7,-3,10
Cc1cccc(CCN(C(=O)c2snc(C(N)=O)c2N)C(C(=O)NCC2CCCO2)c2ccc(F)cc2)c1 (configuration not stated),18,5,1,11,8,-2,-4
CC(=O)Nc1nc2ccc(S(=O)(=O)N3CCCC3)cc2s1,8,1,-3,5,-1,-16,1
CCCCc1c(-c2ccccc2OC)ncn1C(C)c1ccccc1 (configuration not stated),nt,nt,5,nt,30,3,12
C=CC[C@@H](CC(=O)N[C@H](CO)Cc1ccccc1)C(=O)N[C@H](C)COC(=O)[C@@H](CC=C)Cc1ccc(F)cc1,12,nt,-4,2,15,-2,-6
COc1ccc(C(CNC(=O)c2cc3c(s2)CCC(C)C3)N2CCCC2)cc1 (configuration not stated),2,-4,-131,-30,-5,14,-6
CCn1c(=O)cc(OCC(=O)NCCCN2CCN(c3cccc(Cl)c3)CC2)c2ccccc21,-25,nt,nt,-2,nt,nt,-11
Cc1ccnc(Nc2cccnc2)n1,-5,-4,-1,1,4,-1,-19
COc1ccc(CNS(=O)(=O)c2ccc(S(=O)(=O)NC3CC3)cc2)cc1,0,2,1,-3,1,6,-1
CCOc1ccc(NC(=O)COC(=O)C2(C)CC2(Cl)Cl)c([N+](=O)[O-])c1 (configuration not stated),nt,-2,2,nt,-10,1,0
COc1ccc(C)cc1NC(=O)c1ccc2c(c1)OCO2,11,nt,nt,6,nt,nt,1
COc1cccc(CN2[C@@H](CO)[C@@H](c3ccccc3)C23CN(C(=O)C2CC2)C3)c1,nt,0,2,nt,5,-5,-1
C[C@@H]1CCCCO[C@H](CN(C)Cc2ccncc2)[C@H](C)CN([C@@H](C)CO)C(=O)c2cc(NC(=O)CCCN(C)C)ccc2O1,-1,-5,-4,-4,14,18,nt
COc1ccc(N=C2NC(=O)CS2)c([N+](=O)[O-])c1,-11,-3,0,1,3,0,6
CCOC(=O)c1c(NC(=O)C2C3CCC(O3)C2C(=O)O)sc2c1CCCC2 (configuration not stated),0,1,12,-3,3,-3,5
CSCCC(NS(=O)(=O)c1ccc(C)cc1)C(=O)N1CCN(C(c2ccccc2)c2ccccc2)CC1 (configuration not stated),23,-1,2,?,12,1,-6
COCC#Cc1ccc2c(c1)O[C@H](CN(C)C(=O)CN(C)C)[C@H](C)CN([C@@H](C)CO)S2(=O)=O,-1,1,1,-2,10,2,-1
COCC(=O)N1CC[C@@H]2[C@H]1c1cc(C#Cc3cccc(F)c3)ccc1N[C@@H]2CO,-3,-2,3,-8,-12,-2,11
NC(=O)c1sc(-c2ccsc2)cc1NS(=O)(=O)c1ccc(C(F)(F)F)cc1,nt,-6,-1,nt,1,3,-12
CC1CCCC(C)N1C(=O)Cn1cc(C#N)c2ccccc21 (configuration not stated),nt,6,-2,nt,6,-5,2
C[C@@H]1CN([C@@H](C)CO)C(=O)c2cccc(NC(=O)c3cnccn3)c2O[C@H]1CN(C)C,2,-2,-1,-5,-15,11,nt
CCN(CC(=O)Nc1ccc(NC(C)=O)cc1)C(=O)c1ccc2c(c1)OCCO2,-1,-2,2,14,-6,-3,-4
COc1cccc(CNC(=O)CCNS(=O)(=O)c2ccc3c(c2)oc(=O)n3C)c1,1,-2,1,9,-11,-5,0
CCCCNC(=O)C(c1ccc(OCC(=O)OC)c(C(=O)OC)c1)N(CCOC)C(=O)CCCCCN1C(=O)NC(c2ccc(-c3ccccc3)cc2)C(C(=O)OCc2ccccc2)=C1C (configuration not stated),nt,-1,-3,nt,4,1,21
CCCC(=O)Nc1ccc2c(c1)C(=O)N(C)[C@H]1CC[C@H](CC(=O)NCC(F)(F)F)O[C@H]1CO2,-1,nt,nt,-8,-3,nt,-10
COc1ccc(C(=O)NCc2nnc(SCC(=O)NCCc3ccccc3)o2)cc1,5,-2,2,12,8,2,-8
CSCCC(NC(=O)c1ccccc1Cl)C(=O)NNC(=O)c1ccccc1O (configuration not stated),-8,-4,-3,-4,13,0,-1

# This is a subset; the hit share may differ from the screen's.
